ASAP1 GAP inh – inhibitors of human ASAP1 ArfGAP activity, primary screen, biochemical, fluorescence polarization; AID 624377, 2012; inhibition, % at 16.5 µM; 0.19% of 360,000 active; ASAP1-stimulated ARF1 GTP hydrolysis, GDP FP detection; Arf-GAP with SH3 domain, ANK repeat and PH domain-containing protein 1 (Homo sapiens), …; in the data active = inhibition above about 25%;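 note: 0% = vehicle with enzyme and substrate and 100% = no enzyme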
DDE Tn6 FP inh – inhibitors of Tn6 peptide binding to fibrin DD(E), primary screen, biochemical, fluorescence polarization, human fibrin, Tn6 probe; Fibrin DD(E) TRITC-Tn6 fluorescence polarization displacement; Fibrinogen beta chain (Homo sapiens), P02675; inhibition, % at 8.3 µM; 0.21% of 370,000 active; AID 720509, 2013;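 active = inhibition above a per-campaign cutoff: mean of compounds within control limits plus 3 SD, cut at about 15% in these data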;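 note: 0% = median of all compound wells on the plate and 100% = blocking peptide control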
Target sequence (P02675 whole entry, looked up): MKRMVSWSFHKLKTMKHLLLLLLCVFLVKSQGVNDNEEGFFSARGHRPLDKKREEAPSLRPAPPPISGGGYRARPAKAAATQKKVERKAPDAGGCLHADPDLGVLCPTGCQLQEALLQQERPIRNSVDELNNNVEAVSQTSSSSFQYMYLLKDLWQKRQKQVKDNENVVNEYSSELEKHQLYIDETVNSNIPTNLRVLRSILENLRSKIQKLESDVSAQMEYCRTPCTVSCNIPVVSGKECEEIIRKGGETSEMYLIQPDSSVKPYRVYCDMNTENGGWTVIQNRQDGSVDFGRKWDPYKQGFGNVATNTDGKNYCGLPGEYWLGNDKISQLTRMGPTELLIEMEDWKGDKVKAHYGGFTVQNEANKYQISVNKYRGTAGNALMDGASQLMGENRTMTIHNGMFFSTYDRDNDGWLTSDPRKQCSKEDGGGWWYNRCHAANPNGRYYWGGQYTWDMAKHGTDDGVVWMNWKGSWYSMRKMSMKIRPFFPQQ
UHRF1 binding – UHRF1 methylated DNA binding inhibitors, primary screen, counter-screen for MBD2 inhibitor project, biochemical, TR-FRET, human UHRF1, single concentration; UHRF1 binding to methylated oligo; inhibition, % at 4.4 µM; 0.75% of 370,000 active; AID 687016, 2013; in the data active = inhibition above about 21%;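 note: UHRF1 SRA domain binding a hemimethylated CpG hairpin DNA probe; 0% = median of test compound wells and 100% = reference inhibitor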
ARFGAP1 inhibitor – inhibitors of rat ARFGAP1 GAP activity, primary screen, biochemical, fluorescence polarization, GDP tracer; ADP-ribosylation factor GTPase-activating protein 1 (Rattus norvegicus), Q62848; AID 651572, 2012; 0.26% of 360,000 active; Arfgap1-stimulated ARF1 GTP hydrolysis, GDP FP detection; inhibition, % at 16.5 µM;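 active = inhibition above a per-plate limit, mean inhibition of low control wells plus 3 SD, cut at about 25% in these data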;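 note: 0% = DMSO wells with enzyme and 100% = wells lacking Arfgap1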
Target sequence (Q62848 1-136 limits assumed): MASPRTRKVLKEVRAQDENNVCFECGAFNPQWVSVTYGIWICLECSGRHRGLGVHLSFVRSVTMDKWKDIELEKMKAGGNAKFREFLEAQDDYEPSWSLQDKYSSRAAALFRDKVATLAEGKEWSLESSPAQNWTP
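Material: rat Arfgap1 catalytic domain, aa 1-136; also added: human ARF1(Δ1-17)-GTP substrate; compound dosing: one concentration, 16.5 µM, DMSO 1.26%; incubation: GTP hydrolysis reaction 2 h at 25 °C; measured by: Tracer-displacement fluorescence polarization with EDTA stop, 620/688 nm; evaluation: % inhibition from polarization; repeats: one replicate per compound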
PLCg1 inh – PLC-gamma1 enzyme inhibitors, primary screen, biochemical, fluorescence, purified enzyme; fluorogenic substrate; inhibition, % at 12.2 µM; 0.84% of 370,000 active; in the data active = inhibition above about 9.5%
DDE Tn7 FP inh – inhibitors of Tn7 peptide binding to fibrin DD(E), primary screen, biochemical, fluorescence polarization, human fibrin, Tn7 probe | Fibrinogen beta chain (Homo sapiens), P02675 | FP displacement of FITC-Tn7 peptide from fibrin DD(E); 0% = median of compound wells per plate | inhibition, % at 8.3 µM | 0.13% of 370,000 active | AID 720508, 2013;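 active = inhibition above the mean of compounds falling within the control limits plus 3 SD of them, cut at about 14% in these data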;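 note: 0% = plate median of compound wells and 100% = 10 µM Aha-Tn7 peptide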
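System: human fibrin DD(E); quantity: Fibrin-DD(E) at 2 µM final; also added: fluorescent Tn7 probe at 0.1 µM; compound dosing: single nominal test concentration of 8.3 µM per compound; schedule: 10 min preincubation, 3 h with tracer, room temperature; detection: fluorescence polarization of the labelled Tn7 tracer; repeats: one replicate per compound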
PLCb3 inh – human PLC-beta3 inhibitors, primary screen, biochemical, fluorescence; 1-phosphatidylinositol 4,5-bisphosphate phosphodiesterase beta-3 (Homo sapiens), Q01970; Purified PLC-beta3, fluorogenic substrate; inhibition, % at 12.2 µM; 0.18% of 370,000 active; in the data active = inhibition above about 11%;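 note: 0% = median of compound wells on plate and 100% = full blocker control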
MBD2 DNA inh – inhibitors of MBD2 binding to methylated DNA, primary screen, biochemical, TR-FRET, DNA-binding domain, human. Methyl-CpG-binding domain protein 2 (Homo sapiens), Q9UBB5. MBD2 binding to methylated oligonucleotide. inhibition, % at 4.4 µM. 0.31% of 370,000 active; in the data active = inhibition above about 13%
KLK7 zymogen act – proKLK7 zymogen activators, primary screen, biochemical, fluorescence intensity; Kallikrein-7 (Homo sapiens), P49862; purified proKLK7, EDANS-DABCYL substrate fluorescence; 100% is mature enzyme control, 0% vehicle; activation, % at 7 µM; 0.9% of 370,000 active;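 active = activation above the mean of all tested compounds plus 3 SD, computed per campaign excluding outliers beyond control limits, cut at about 13% in these data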
Target sequence (P49862 whole entry, looked up): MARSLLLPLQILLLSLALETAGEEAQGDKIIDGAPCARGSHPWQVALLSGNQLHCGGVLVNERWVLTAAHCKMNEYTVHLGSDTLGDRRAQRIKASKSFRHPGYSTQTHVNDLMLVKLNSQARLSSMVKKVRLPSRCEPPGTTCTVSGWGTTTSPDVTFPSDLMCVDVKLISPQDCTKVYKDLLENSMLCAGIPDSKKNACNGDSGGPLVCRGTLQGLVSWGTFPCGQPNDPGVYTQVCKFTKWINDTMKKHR
ADAM17 inh – ADAM17 inhibitors, primary screen, biochemical, QFRET; Disintegrin and metalloproteinase domain-containing protein 17 (Homo sapiens), P78536; recombinant ADAM17, EDANS/DABCYL FRET peptide cleavage; AID 720648, 2013; 0.83% of 370,000 active; inhibition, % at 6.95 µM;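 active = inhibition above the mean of compounds lying between control limits plus 3 SD, set per campaign, cut at about 8.5% in these data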;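 note: 0% = DMSO-only wells as the low control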
Starred values were filed as active, the others as inactive; . = no result given; & = joins results of further samples.

entry	molecule	ASAP1 GAP inh	DDE Tn6 FP inh	UHRF1 binding	ARFGAP1 inhibitor	PLCg1 inh
1	CCOC(=O)c1sc(NC(=O)c2cc3c(s2)CCC(C)C3)nc1C (configuration not stated)	-25	0	7	8	-12
2	CC(C)N(CCNC(=O)c1cn(C)c2ccc(S(=O)(=O)N(C)C)cc2c1=O)Cc1ccccc1	5	9	1	13	0
3	Cc1ccc(C(=O)N/C(=C\c2cn(C)c3ccccc23)C(=O)N2CCN(C)CC2)cc1	0	3	-4	-3	-10
4	COc1cccc(/C=C2\SC(=S)N(CC3CCCO3)C2=O)c1 (configuration not stated)	6	8	-1	6	0
5	COc1cccc(C(c2nnnn2C(C)(C)C)N2CCN(C3CCCCC3)CC2)c1OC (configuration not stated)	7	0	-1	3	2
6	Cc1ccc(S(=O)(=O)NCCc2ccncc2)cc1[N+](=O)[O-]	-1	-6	1	5	1
7	COCCCNC(=O)CN(Cc1ccc(Cl)cc1)S(C)(=O)=O	-6	-5	11	16	2
8	COc1cc(S(=O)(=O)NC2CCCC2)ccc1Cl	-4	5	2	-7	0
9	Cc1ccc(N(CC(=O)Nc2cc(C)cc(C)c2)S(=O)(=O)c2cccc3nonc23)cc1	-17	-3	1	-3	1
10	CC(OC(=O)CNC(=O)c1ccc2c(c1)OCO2)C(=O)NCCC1=CCCCC1 (configuration not stated)	5	-2	2	0	2
11	C[C@H]1CN(C2CCCCC2)C(=O)[C@@H]1CC(=O)Nc1ccccc1	13	0	0	-4	1
12	COc1ccc(C(=O)NC(=S)N(C)C2CCCCC2)cc1Br	-7	1	2	9	3
13	Cc1ccc(NC(=O)c2ccc3c(c2)C(=O)N(c2ccccc2C)C3=O)nc1	-1	-1	3	5	5
14	Cc1ccc(-n2nnc(-c3cccnc3)n2)cc1	20	5	-1	7	1
15	O=C(c1ccc2c(c1)OCCO2)C1CCN(C(=O)Nc2ccc(F)cc2)CC1	2	3	-1	7	-1

entry	DDE Tn7 FP inh	PLCb3 inh	MBD2 DNA inh	KLK7 zymogen act	ADAM17 inh
1	-3	-17	-1	-0.9	-5
2	0	1	4	-0.3	1
3	1	-22	0	0.6	-5
4	-3	-1	-4	-0.1	3
5	-2	2	4	0.3	-3
6	2	-5	-6	0.3	-5
7	4	3	2	0.4	-5
8	2	0	2	0.1	-2
9	5	-2	-1	0.0	5
10	5	1	6	-0.4	2
11	-4	-1	-4	1.0	-2
12	-1	-4	-1	0.0	1
13	5	-9	7	-0.1	-2
14	-3	2	1	-0.6	-3
15	-5	0	-1	-0.3	-2

Some entries already given, reduced to ASAP1 GAP inh.
| No. | Structure | ASAP1 GAP inh |
| --- | --- | --- |
| 2 | CC(C)N(CCNC(=O)c1cn(C)c2ccc(S(=O)(=O)N(C)C)cc2c1=O)Cc1ccccc1 | 5 |
| 3 | Cc1ccc(C(=O)N/C(=C\c2cn(C)c3ccccc23)C(=O)N2CCN(C)CC2)cc1 | 0 |
| 4 | COc1cccc(/C=C2\SC(=S)N(CC3CCCO3)C2=O)c1 (configuration not stated) | 6 |
| 5 | COc1cccc(C(c2nnnn2C(C)(C)C)N2CCN(C3CCCCC3)CC2)c1OC (configuration not stated) | 7 |
| 6 | Cc1ccc(S(=O)(=O)NCCc2ccncc2)cc1[N+](=O)[O-] | -1 |

Next records.
entry	molecule	ASAP1 GAP inh	DDE Tn6 FP inh	UHRF1 binding	ARFGAP1 inhibitor	PLCg1 inh
16	COc1ccccc1NC(=O)CN1C(=O)NC2(CCCCCCC2)C1=O	-4	5	3	1	7
17	O=S(=O)(c1ccc2ccccc2c1)N1CCN(S(=O)(=O)c2c(F)cccc2F)CC1	-8	0&-4	-2&11	-12	-2&0
18	CC(C)(C)OC(=O)NCCCC[C@@H](C(=O)NCCCCCCCCCCC(=O)N1CCN(C(=O)OC(C)(C)C)CC1)n1cc(CCO)nn1	4	4	1	-6	2
19	O=S(=O)(Nc1ccccc1N1CCOCC1)c1ccc(Cl)s1	11	2	-1	-1	0
20	CCC(C)[C@H](NC(=O)N1CC(=O)Nc2ccccc21)C(=O)Nc1ccccc1C (some centres not stated)	9	-7	5	-12	3
21	O=C(Nc1ccc(Cl)c(Cl)c1)C1CCCN(c2nnc(-n3cccc3)s2)C1 (configuration not stated)	.	7	1	.	4
22	O=[N+]([O-])c1nn(-c2ccc3c(c2)OCCO3)n(O)c1=Nc1ccccc1	-8	9	-5	4	1
23	CCCCOCCCNC(=O)c1ccc(NC(C)=O)cc1	-1	1	0	-3	0
24	O=C1CN(S(=O)(=O)c2cccc(Cl)c2Cl)c2ccccc2N1	3	1	2	-13	-3
25	CCn1c(O)c(N=NC(=S)NCC2CCCO2)c2ccccc21 (configuration not stated)	6	1	-1	2	3
26	COc1cccc(OCc2nnc(SCC(=O)NNC(=O)C3CCCCC3)n2C)c1	-6	0	0	1	2
27	Cc1cc([N+](=O)[O-])ccc1NC(=S)NC(=O)Cc1ccccc1	1	3	2	7	2
28	O=C(CSc1ncccn1)NCc1ccc(F)cc1	11	-7	-2	6	1
29	O=C(O)c1nnsc1-c1csnn1	3	-1	12	-5	1
30	COc1cccc(CNC(=O)[C@@H]2CCCN2C(=O)OC(C)(C)C)c1	-6	2	1	8	0

entry	DDE Tn7 FP inh	PLCb3 inh	MBD2 DNA inh	KLK7 zymogen act	ADAM17 inh
16	6	7	-11	0.4	6
17	-4&2	-1&0	2&1	0.3	-3&-2
18	4	1	2	0.2	0
19	-3	2	-5	0.4	-2
20	-10	2	1	1.2	-1
21	-2	2	-6	0.4	11*
22	-6	0	-5	-0.6	1
23	-13	2	1	-0.2	-4
24	7	-14	-4	2.6	-1
25	-1	3	-3	-0.3	6
26	6	-1	-3	1.0	1
27	5	-3	2	-0.8	0
28	-4	4	-5	0.3	2
29	-3	0	5	-0.4	-5
30	0	5	-2	-0.2	-4

2 compounds picked at random from the list so far:
entry	molecule	ASAP1 GAP inh	DDE Tn6 FP inh	UHRF1 binding	ARFGAP1 inhibitor	PLCg1 inh
27	Cc1cc([N+](=O)[O-])ccc1NC(=S)NC(=O)Cc1ccccc1	1	3	2	7	2
28	O=C(CSc1ncccn1)NCc1ccc(F)cc1	11	-7	-2	6	1

entry	DDE Tn7 FP inh	PLCb3 inh	MBD2 DNA inh	KLK7 zymogen act	ADAM17 inh
27	5	-3	2	-0.8	0
28	-4	4	-5	0.3	2

Continuation:
entry	molecule	ASAP1 GAP inh	DDE Tn6 FP inh	UHRF1 binding	ARFGAP1 inhibitor	PLCg1 inh
31	Cc1ccc(N2CC(C(=O)Nc3nnc(SCC(=O)Nc4cc(C)on4)s3)CC2=O)cc1 (configuration not stated)	-4	-5	0	-2	1
32	O=C(NCCc1ccccc1)C1CCC(Cn2c(=O)c3ccccc3n(Cc3cccc(Cl)c3)c2=O)CC1 (configuration not stated)	-7	10	2	-4	-2
33	COc1ccc(Cn2c(C)nc3ccc([N+](=O)[O-])cc3c2=O)cc1	-2	-2	0	1	3
34	Cc1ccc2nnnc(-c3ccccc3)c2c1	-2	6	0	-16	7
35	CC(=O)Oc1ccc2nc(-c3ccco3)oc(=O)c2c1	-14	1	1	-4	1
36	CC(NC(=O)c1ccc2ccccc2n1)c1ccccc1 (configuration not stated)	-1	0	0	-9	1
37	O=C(Nc1ncnc2sc3c(c12)CCCCC3)c1ccccc1	2	8	1	2	-7
38	O=C(Nc1cccc(F)c1)C1CCCN1C(=O)OCc1ccccc1 (configuration not stated)	7	-7	1	-2	0
39	Cc1ccccc1-c1cc(C(=O)Nc2sc(C)c(C)c2C(N)=O)c2ccccc2n1	2	3	0	2	-43
40	C=CCN1C(=O)[C@H](CC(=O)NCCCOCCCC)[C@@]2(C(=O)OCC)CCCC=C12	.	-5	-3	.	8
41	COc1ccc(OC)c(NS(=O)(=O)c2ccc(Cl)nc2)c1	15	-6	2	-11	3
42	CCN(CC)c1ccc(/C=N/OC(C)C(=O)Nc2ccc(C)cc2)cc1 (configuration not stated)	12	-1	0	7	-12
43	O=S(=O)(NCc1ccccc1)c1cccs1	10	3	0	-2	0

entry	DDE Tn7 FP inh	PLCb3 inh	MBD2 DNA inh	KLK7 zymogen act	ADAM17 inh
31	-6	1	1	-0.1	3
32	1	-8	1	-0.4	-6
33	-3	-5	4	-0.7	0
34	5	4	3	-0.4	3
35	2	-2	-1	-0.2	2
36	-4	-6	-1	0.6	-3
37	6	-7	-2	0.5	-2
38	2	-7	4	0.4	2
39	5	-47	-6	-13	4
40	0	3	-6	0.2	4
41	-1	-3	6	-0.1	-2
42	7	-14	8	-1.5	-9
43	1	2	0	-1.1	-6

Individual results from the results shown.
Result for no. 42 in UHRF1 binding: 0
Result for no. 41 in UHRF1 binding: 2
Result for no. 35 in UHRF1 binding: 1
Result for no. 32 in ASAP1 GAP inh: -7
Result for no. 31 in DDE Tn7 FP inh: -6

Source: PubChem
